# Compound activity as filed in PubChem.
# TNAP inhibition – human TNAP enzyme inhibitors, biochemical, luminescent (AID 518) | 64,000 compounds, 0.09% hits | purified TNAP enzyme, luminescent substrate readout; higher % means a stronger effect | one-dose inhibition, % at 20 µM; IC50 in µM for titrated hits; in the data active means a potency from the dose series; inactive means the rest, 99 in 100 with inhibition below about 22%;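 further: plate controls were vehicle for no effect and reference inhibitor for full effect; many of its hits are not listed in these tables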
# Bfl-1 displacement – Bfl-1 inhibitors, primary screen, biochemical, fluorescence polarization, FITC-Bid, mouse (AID 432); FITC-Bid BH3 peptide fluorescence polarization displacement; higher % means a stronger effect; one-dose displacement, % at 20 µM; IC50 in µM for titrated hits; 64,000 compounds, 0.02% hits; in the data active means a potency from the dose series; inactive means the rest, 99 in 100 with displacement below about 15%; further: strong numbers were not always called active
# PMK inhibit – inhibitors of Streptococcus pneumoniae phosphomevalonate kinase; purified PMK, PK/LDH-coupled NADH absorbance 340 nm; inhibition, % at 10 µM; 65,000 compounds, 0.49% hits; AID 539;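 active means top-ranked compounds by inhibition in the single 10 µM screen, taking a fixed number of the strongest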;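 further: 0% = full reaction with DMSO carrier and 100% = background rate without enzyme reaction; no value below 0 was filed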
# Spn MK inh – blocks S. pneumoniae mevalonate kinase. AID 555. inhibition, % at 10 µM. purified MK, PK/LDH-coupled NADH absorbance 340 nm. 65,000 compounds, 0.48% hits;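 active means ranked among the strongest by inhibition in the single 10 µM screen, a fixed top-ranked set picked for dose follow-up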; further: no value below 0 was filed
# HPDE-C7 viability – HPDE-C7 pancreatic duct cell viability loss – fluorescence, HTS (AID 430). HPDE-C7 pancreatic duct cells viability, fluorescence; higher % means a stronger effect. one-dose cytotoxicity, % at 10 µM; EC50 in µM for titrated hits. 63,000 compounds, 1.8% hits;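 further: cells exposed to compound for 48 hours before viability readout; 0% = vehicle and 100% = reference cytotoxic drug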
# DPM-DC inhibit – blocks S. pneumoniae diphosphomevalonate decarboxylase | calls only at 10 µM | 65,000 compounds, 0.49% hits | purified DPM-DC, PK/LDH coupled NADH fluorescence;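 active means the 320 compounds with the highest percent inhibition in the single-dose primary screen, excluding strongly autofluorescent ones, cut at about 32% in these data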;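 further: kinetic rate of NADH fluorescence loss reporting ADP formed by the decarboxylase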
# KRASV12 cytotoxicity – viability loss of HPDE-C7K cells – cell-based, fluorescence, HTS, primary screen (AID 431); HPDE-C7K KRASV12 cells, Alamar Blue viability, 48 h; higher % means a stronger effect; cytotoxicity, % at 10 µM; hits with a dose series show EC50 in µM; 63,000 compounds, 1.7% hits;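 active means compounds whose percent cytotoxicity in the single-dose primary screen, scaled between solvent and toxic-drug controls, exceeds 50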;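 further: 0% = DMSO solvent wells and 100% = doxorubicin-treated wells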
# HT1080 cytotoxicity – HT1080 cell viability loss – fluorescence readout (AID 620); cytotoxicity, % at 10 µM, or EC50 in µM where a hit was titrated; HT1080 viability, fluorescence; higher % means a stronger effect; 87,000 compounds, 0.42% hits;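 further: cells exposed to compound overnight then 4 h with Alamar Blue; 0% = vehicle DMSO and 100% = killing control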
# LYP phosphatase – LYP phosphatase inhibitors, primary screen, biochemical, DiFMUP fluorescence, recombinant catalytic domain, 10 µM (AID 606); recombinant LYP catalytic domain, DiFMUP fluorescence; higher % means a stronger effect; inhibition, % at 10 µM; hits with a dose series show IC50 in µM; 52,000 tested, under 10 active;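 active means IC50 under 40 µM in the dose-response test; inactive means IC50 of 40 µM or more, or never dose-tested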
# PMK inhibit pilot replicates – also measured in PMK inhibit; calls as there; inhibition, %; measured here: pilot screen replicates
# Spn MK inh pilot replicates – also measured in Spn MK inh; calls as there; inhibition, %; measured here: pilot screen replicates
# DPM-DC inhibit pilot screen % – further read-out of DPM-DC inhibit, marked with its call; inhibition, %; measured here: pilot screen trials
# Active calls of the source: *; i = inactive; nt = not tested or not shown; + = active, no number. Unless noted, no stated cut-off is given here; in the data, active means cytotoxicity above about 50%; inactive means the rest.
SMILES,TNAP inhibition,Bfl-1 displacement,PMK inhibit,Spn MK inh,HPDE-C7 viability,DPM-DC inhibit,KRASV12 cytotoxicity,HT1080 cytotoxicity,LYP phosphatase,others
N#CC1=C(N)Oc2c(sc3ccccc23)C1c1ccco1 (stereo not drawn),21%,12%,9,1,23%,i,39%,-2%,nt,
CCCCOC(=O)Cn1c(=O)c2c(nc(Br)n2Cc2ccccc2)n(C)c1=O,5%,-2%,13,9,-13%,i,-5%,-16%,2%,
Cc1ccc2[nH]c(=O)c(CN(Cc3cccnc3)Cc3nnnn3CCN3CCOCC3)cc2c1,8%,-8%,6,7,-19%,i,-20%,-4%,-2%,
COc1ccccc1N1CCN(C(=O)C(NS(=O)(=O)c2cccs2)c2ccccc2)CC1 (stereo not drawn),7%,-1%,10,0,-12%,i,-10%,-1%,-11%,
O=C(O)CCCNC(=O)c1cncc(Br)c1,4%,-1%,0,0,-12%,i,1%,-2%,-4%,
Cc1ccc(S(=O)(=O)N2CCCC2C(=O)Nc2nccs2)cc1 (stereo not drawn),-3%,-9%,7,4,-2%,i,6%,-2%,0%,
O=C(c1cccc(C(=O)N2CCc3ccccc32)n1)N1CCc2ccccc21,2%,-6%,6,8,-1%,i,3%,-2%,10%,
COc1ccc(C(=O)Nc2ccccc2-c2nnn(CC(=O)NCc3ccco3)n2)cc1,10%,2%,0,13,18%,i,11%,10%,7%,
COc1ccc(-c2ccc(SCC(=O)NCc3ccco3)nn2)cc1OC,6%,-2%,12,6,7%,i,10%,0%,nt,
COc1ccccc1N1C(=O)CC(Sc2nc(C)cc(C)n2)C1=O (stereo not drawn),16%,-10%,1,0,-24%,i,-10%,2%,nt,PMK inhibit pilot replicates=2.5;Spn MK inh pilot replicates=0.0;DPM-DC inhibit pilot screen %=2.0
CCn1c(C(=O)Nc2ccsc2C(=O)OC)cc2sc(Cl)cc21,6%,-4%,0,26,-10%,nt,-3%,6%,1%,
O=S(=O)(NCC1OCCc2ccccc21)c1ccc(S(=O)(=O)N2CCOCC2)cc1 (stereo not drawn),0%,-8%,17,0,-16%,i,-22%,10%,-2%,
O=C(COc1ccc(S(=O)(=O)N2CCCC2)cc1Cl)N1CCN(c2ccccc2)CC1,9%,-5%,1,5,7%,i,13%,5%,13%,
Cc1cc(/N=C/C=C2\N(C)c3ccccc3C2(C)C)n(CCC#N)n1,16%,-9%,18,0,35%,i,33%,-5%,-5%,
CCCSc1nnc(Cn2c(=O)sc3ccccc32)n1-c1ccccc1,-1%,2%,11,7,10%,i,13%,3%,13%,
CC(C)c1nc2oc3c(NCc4ccccn4)ncnc3c2c2c1COC(C)(C)C2,5%,-14%,14,12,-4%,+,1%,0%,0%,
CCc1nc2sc3c(c2c(=O)o1)CCCC3,13%,8%,7,0,3%,i,-1%,6%,9%,PMK inhibit pilot replicates=2.0;Spn MK inh pilot replicates=0.0;DPM-DC inhibit pilot screen %=3.5
COc1ccccc1NC(=O)CCC(=O)Nc1ccccc1OC,4%,5%,4,5,-10%,i,-10%,0%,10%,
COCCN1C(=O)C(=O)/C(=C(/O)c2ccc(OC(C)C)cc2)C1c1cccnc1 (stereo not drawn),12%,-4%,14,10,-3%,i,12%,-6%,9%,PMK inhibit pilot replicates=1.5;Spn MK inh pilot replicates=1.0;DPM-DC inhibit pilot screen %=3.0
Cc1cc2cc(CN(Cc3ccc4c(c3)OCO4)C(=O)c3ccco3)c(=O)[nH]c2cc1C,4%,1%,2,5,20%,i,22%,-14%,11%,
COc1cc2c(cc1OC)-c1nnnn1C(C)(C)C2,10%,-2%,8,13,-6%,i,-10%,3%,6%,
Cc1nnc(SCc2cccc(Oc3ccccc3)c2)n1N,11%,1%,0,6,-4%,i,-7%,-1%,-3%,PMK inhibit pilot replicates=0.5;Spn MK inh pilot replicates=0.0;DPM-DC inhibit pilot screen %=0.0
Nn1c(Cc2cccc3ccccc23)nnc1SCC(=O)NC1CCS(=O)(=O)C1 (stereo not drawn),6%,-10%,14,11,-6%,i,-3%,3%,nt,
Brc1ccc(OCCOCCN2CCOCC2)cc1,14%,-1%,9,2,13%,i,27%,3%,4%,
Cc1ccc(NC(=O)CSc2nnc(-c3ccncc3)n2C)cc1C,9%,-5%,15,0,-17%,i,-8%,7%,-1%,PMK inhibit pilot replicates=0.0;Spn MK inh pilot replicates=0.0;DPM-DC inhibit pilot screen %=0.5

# Ordered by number of heavy atoms (descending): part of the list above
SMILES,TNAP inhibition,Bfl-1 displacement,PMK inhibit,Spn MK inh,HPDE-C7 viability,DPM-DC inhibit,KRASV12 cytotoxicity,HT1080 cytotoxicity,LYP phosphatase,others
Cc1ccc2[nH]c(=O)c(CN(Cc3cccnc3)Cc3nnnn3CCN3CCOCC3)cc2c1,8%,-8%,6,7,-19%,i,-20%,-4%,-2%,
COc1ccc(C(=O)Nc2ccccc2-c2nnn(CC(=O)NCc3ccco3)n2)cc1,10%,2%,0,13,18%,i,11%,10%,7%,
CCCCOC(=O)Cn1c(=O)c2c(nc(Br)n2Cc2ccccc2)n(C)c1=O,5%,-2%,13,9,-13%,i,-5%,-16%,2%,
Cc1ccc(NC(=O)CSc2nnc(-c3ccncc3)n2C)cc1C,9%,-5%,15,0,-17%,i,-8%,7%,-1%,PMK inhibit pilot replicates=0.0;Spn MK inh pilot replicates=0.0;DPM-DC inhibit pilot screen %=0.5
CCn1c(C(=O)Nc2ccsc2C(=O)OC)cc2sc(Cl)cc21,6%,-4%,0,26,-10%,nt,-3%,6%,1%,
Cc1nnc(SCc2cccc(Oc3ccccc3)c2)n1N,11%,1%,0,6,-4%,i,-7%,-1%,-3%,PMK inhibit pilot replicates=0.5;Spn MK inh pilot replicates=0.0;DPM-DC inhibit pilot screen %=0.0
N#CC1=C(N)Oc2c(sc3ccccc23)C1c1ccco1 (stereo not drawn),21%,12%,9,1,23%,i,39%,-2%,nt,

# Continuation:
SMILES,TNAP inhibition,Bfl-1 displacement,PMK inhibit,Spn MK inh,HPDE-C7 viability,DPM-DC inhibit,KRASV12 cytotoxicity,HT1080 cytotoxicity,LYP phosphatase,others
CS(=O)(=O)N(CC(=O)NCc1ccccn1)Cc1ccc(Cl)cc1,-1%,-2%,0,7,-26%,i,-19%,2%,11%,
Cc1cccc(NC(=O)c2cc(N3CCOCC3)nc3ccccc23)c1,16%,0%,2,10,16%,i,-9%,-3%,3%,
Cc1cc(Cl)ccc1OCC(=O)OC(C)C(=O)N(C)C (stereo not drawn),18%,-7%,2,0,8%,i,12%,-7%,18%,
COC(=O)c1c(NC(=O)CN2CCCC(C)C2)c2c(C)cccc2n1C (stereo not drawn),9%,-2%,11,14,-4%,i,-1%,2%,9%,
CSc1ncccc1C(=O)OCC(=O)NC(=O)NCCC(C)C,7%,-5%,5,5,-19%,i,-6%,-2%,10%,
COc1ccc(-c2nnc(SCc3nnc(-c4ccccc4)o3)n2C)cc1OC,9%,-12%,5,1,4%,i,-24%,23%,-3%,
O=C1CSc2ccccc2N1Cc1ccc(F)cc1,12%,-8%,14,0,-7%,i,-3%,5%,nt,
CCCN(CCC)C(=O)COc1cc(=O)n(CC)c2ccccc12,4%,-5%,0,2,3%,i,2%,1%,7%,
O=C(c1ccccc1F)N(Cc1ccccc1)C1CCS(=O)(=O)C1 (stereo not drawn),7%,2%,14,29,-7%,+,3%,6%,10%,
CCCn1c(=O)c2ccccc2n2c(SCCOc3ccc(Cl)cc3)nnc12,11%,-4%,0,6,2%,i,-3%,0%,nt,
COc1ccc(-c2cc(C(=O)NCc3cccnc3)no2)cc1,-1%,-23%,10,0,-10%,i,-4%,1%,nt,
COc1ccc(NC(=O)C2CCN(C(=O)c3ccccc3)CC2)c(OC)c1,2%,2%,17,11,-11%,i,-22%,4%,4%,
O=C(O)c1cccc(-n2cccc2/C=N/O)c1,4%,19%,11,1,0%,i,-9%,2%,6%,
CCOc1ccc(OCC)c(S(=O)(=O)NCc2ccc3c(c2)OCO3)c1,7%,-8%,14,8,3%,i,2%,-2%,-11%,
CC(C)CSc1nc2c(c(=O)[nH]c(=O)n2C)n1CCc1ccccc1,12%,2%,2,3,0%,i,-3%,-1%,nt,
C(=NC12CN3CN(CN(C3)C1)C2)c1ccc2c(c1)OCO2,-2%,-2%,5,6,-26%,i,-11%,-1%,10%,
COc1ccc(CCNS(=O)(=O)c2cccc(S(=O)(=O)N3CCCC3)c2)cc1OC,12%,-5%,6,12,-4%,i,6%,-1%,3%,
Cn1cccc1Cc1nnc(SCC(=O)Nc2ccc3c(c2)OCO3)n1CCc1ccccc1,3%,3%,12,6,-3%,i,6%,0%,11%,
COC(=O)c1ccccc1NC(=O)Nc1cccs1,16%,-8%,15,0,9%,i,1%,11%,nt,PMK inhibit pilot replicates=7.0;Spn MK inh pilot replicates=0.0;DPM-DC inhibit pilot screen %=0.5
Cc1ccc2[nH]c(=O)c(CN(Cc3ccccc3)Cc3nnnn3C3CCCC3)cc2c1,16%,-8%,17,0,39%,i,48%,-24%,nt,
NS(=O)(=O)c1ccc(NC(=O)c2ccccc2C(=O)N2CCCCC2)cc1,8%,-1%,12,0,6%,i,-7%,3%,-8%,
CCOc1ccc(N2CCn3c2nc2c3c(=O)n(CCc3ccccc3)c(=O)n2C)cc1,19%,-4%,8,5,-11%,i,5%,-4%,nt,
O=C(Cn1c(NCCCO)nc2ccccc21)c1ccc(Br)cc1,14%,-3%,7,9,-4%,i,-4%,-6%,nt,
